# mcGAS RapidFire: inhibitors of Mus musculus cyclic GMP-AMP synthase, initial high-throughput assay, cell-free, RapidFire MS. Q8C6L5. AID 1259397, 2018. inhibition, % at 12.5 µM. actives 0.18% (n = 130,000). recombinant mouse cGAS, cGAMP by RapidFire MS;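 active = inhibition of cGAS enzyme activity at or above 60%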;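 note: enzyme stimulated by 45 bp dsDNA with ATP and GTP substrates; cGAMP share of summed cGAMP plus half ATP and half GTP signals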
# Target sequence (Q8C6L5 whole entry, looked up): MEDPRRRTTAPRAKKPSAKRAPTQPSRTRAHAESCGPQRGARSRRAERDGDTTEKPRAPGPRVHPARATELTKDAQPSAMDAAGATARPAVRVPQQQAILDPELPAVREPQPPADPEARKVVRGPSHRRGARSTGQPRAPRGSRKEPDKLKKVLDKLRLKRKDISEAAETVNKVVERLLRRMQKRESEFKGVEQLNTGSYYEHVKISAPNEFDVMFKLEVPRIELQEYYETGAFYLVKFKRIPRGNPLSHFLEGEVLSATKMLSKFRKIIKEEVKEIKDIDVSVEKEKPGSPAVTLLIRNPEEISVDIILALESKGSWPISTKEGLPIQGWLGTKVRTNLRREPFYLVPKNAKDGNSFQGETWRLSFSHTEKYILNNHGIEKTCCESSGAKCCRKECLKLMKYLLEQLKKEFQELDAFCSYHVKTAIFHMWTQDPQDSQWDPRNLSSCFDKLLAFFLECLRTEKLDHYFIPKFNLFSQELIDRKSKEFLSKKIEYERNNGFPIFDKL
# Numbers without * were called inactive; & = joins results of further samples. These rows are one share of the data; the hit share may differ from the screen's.
mcGAS RapidFire	canonical_smiles
-12	COCCN1CCCC(NS(=O)(=O)c2cccc(C(C)=O)c2)C1 (configuration not stated)
-17	O=C1CCCCC1C1(O)C(=O)Nc2ccc(Br)cc21 (configuration not stated)
-7	CCOC1CC1C(=O)Nc1ccccc1NC1CCN(C)CC1 (configuration not stated)
-8	Cn1cc(/C=C/C(=O)N2CCC3(CCCN(CCc4ccccc4)C3)C2)cn1 (configuration not stated)
-8	CC(CC(=O)OCc1ccccc1)n1ccnc1 (configuration not stated)
-4	NC(=O)CCc1nn(CN2CCc3ccccc3C2)c(=S)n1CC1CCCO1 (configuration not stated)
8	COc1cc(S(=O)(=O)N2CCN(c3ccccc3C)CC2)ccc1Cl
-17	CC(C)C(NC(=O)c1cccs1)C(=O)N1CCCC(c2nncn2C)C1 (configuration not stated)
-2	COc1cccc(/C=C2N=C(/C=C/c3cccc(Cl)c3Cl)OC\2=O)c1
-14	COc1cc(CN(C)C(=O)CC2Sc3ccccc3NC2=O)ccc1OC(F)F (configuration not stated)
2	CCN(C(C)=O)c1nc(/C=C2/SC(=Nc3cccc(C)c3)NC2=O)cs1
-7	CN1[C@@H]2CC[C@H]1CC(OC(=O)C(CO)c1ccccc1)C2 (some centres not stated)
1	CC(C)NC(=O)C1(C)CCCN1Cc1ccccc1 (configuration not stated)
-11	Cc1ccc(F)c(CN2CCC(=O)NCC2C)c1Cl (configuration not stated)
1	Cn1nnc2c(=O)n(CC(=O)N3CCCc4ccccc43)cnc21
2	CC1(C)Cc2c(C#N)c(NC3CCCCC3)nc(-c3ccco3)c2CO1
-7	O=C1CC(NCc2ccncc2)C(=O)N1c1ccc(F)cc1 (configuration not stated)
-48	CC(CNC(=O)NC1CCCC(N(C)C)C1)N1CCOCC1C (configuration not stated)
-5	C=CCNC(=O)NC(=O)CN1C(=O)NC2(CCC(C)CC2)C1=O (configuration not stated)
1	CCc1nc2ccc(C(=O)N(C)Cc3cnc(C)s3)cc2[nH]c1=O
95*	N#Cc1cc(I)c(O)c([N+](=O)[O-])c1
-10	COCCCn1ccc2nc3ccn(-c4ccccc4)c(=O)c3cc2c1=O
0	CCOc1ccccc1COC(=O)c1cccc(NS(C)(=O)=O)c1
-2	COc1cc(/C=C/C(=O)O)cc(S(=O)(=O)Nc2ccc(F)cc2)c1OC
5	Cn1c(=O)c2c(nc(CN3CCC(Cc4ccccc4)CC3)n2CC(=O)c2ccccc2)n(C)c1=O
-8	CCn1c(C(C)N2CCCC2)n[nH]c1=O (configuration not stated)
-2	COc1cccc(OCC(=O)N2CCC3(CCN(C)C3)CC2)c1
-1	CC(C)CCNCC(=O)Nc1ccon1
-9	COCCn1c(C)cc(O)c(C(c2cccnc2)N2CCC(Cc3ccccc3)CC2)c1=O (configuration not stated)
-14	CCCc1cc(C(=O)N2CCCC3(CC2)CNC(=O)O3)cs1 (configuration not stated)
-9	COc1ccc(NS(=O)(=O)c2ccc(Cl)c(Cl)c2)cc1
-2	CN(C)c1ccc(/C=C/C(=O)N(C)C2C3CC4CC(C3)CC2C4)cc1 (configuration not stated)
-11	CN(CC1CCCN(CCc2ccc(Cl)cc2)C1)C(=O)c1cnsn1 (configuration not stated)
-6	CC1CCCCC1NC(=O)c1cc2c(s1)CSC2 (configuration not stated)
1	Cc1cc(-n2c(C)cc(C(=O)COC(=O)c3cc(C)oc3C)c2C)no1
-21	Nc1nc(O)c(Sc2ccccc2[N+](=O)[O-])c(=O)[nH]1
36	Brc1ccc(-c2csc3[n+]2CCCCC3)cc1
-5	Cn1cnnc1SCC(=O)c1ccc(-c2ccccc2)cc1
-6	CCCCC(=O)NCCc1c(Cc2ccccc2)[nH]c2ccccc12
-2	Cc1ccc(-c2csc(=S)n2CC(=O)Nc2ccncc2)cc1
-4	CCOC(=O)c1ccc(Oc2nc(OC)nc(N(C)C)n2)cc1
-30	O=C1CCC(C(=O)Nc2ccc(OC(F)F)cc2)=NN1
-12	CC(CC(=O)Nc1ccc(S(=O)(=O)Nc2nccc(C(F)(F)F)n2)cc1)c1ccccc1 (configuration not stated)
-6	COc1ccccc1C(=O)Nn1cnc2c(cnn2C(C)(C)C)c1=O
-7	CCOC(=O)C1=C(CN2CCCC2c2ccc3c(c2)OCCO3)NC(=O)NC1C (configuration not stated)
19	CCc1[nH]nc(-c2nn3c(C)nnc3s2)c1C
2	O=c1c2c3c(sc2ncn1CC1(O)CCCCC1)CCC3
-60	CS(=O)Cc1cccc(C(=O)OC2CC3CCC2(C)C3(C)C)c1 (configuration not stated)
-8	Oc1c(C(c2ccncc2)N2CCOCC2)ccc2cccnc12 (configuration not stated)
-3	CCCN(CCc1cccc(F)c1)c1nn2c(=O)ccnc2s1
-4	COc1cccc(/C=C2/SC(=Nc3ccccc3Cl)NC2=O)c1
-4	O=C1OCCC1Nc1ccccc1Oc1ccccc1 (configuration not stated)
0	Cn1c(-c2nc(C(=O)NCCCn3ccnc3)cs2)cc2ccccc21
3	O=C(NC1CCN(Cc2ccccc2)C1)c1ccc2nc(-c3ccccc3)c(-c3ccccc3)nc2c1 (configuration not stated)
-4	CCOC(=O)c1cnc2ccccc2c1N(C)CC(=O)NC(C)(C)C
-3	Nc1nc(-c2ccc3c(c2)OCO3)cs1
-19	Cc1[nH]c2c(CN3CCC(CNS(C)(=O)=O)C3)cccc2c1C (configuration not stated)
-9	COCCn1c(SCC(=O)Nc2nc3ccc(C)cc3s2)nc2c(c1=O)SC(C)C2 (configuration not stated)
49	C=C1c2c(Cl)ccc(O)c2C(O)=C2C(=O)[C@]3(O)C(=O)C(C(N)=O)C(=O)[C@@H](N(C)C)[C@@H]3[C@@H](O)C12 (some centres not stated)
-5	CCSc1nccn1-c1cc(C)ccc1C

# Further compounds follow.
mcGAS RapidFire	canonical_smiles
0	O=C(COC(=O)c1ccc(Br)o1)NC(c1ccccc1)c1ccccc1
-9	CC1(C(=O)NS(=O)(=O)c2cccc(C#N)c2)CCN1C(=O)c1ccccc1 (configuration not stated)
-1	O=S(=O)(Nc1ccc(Br)c2cccnc12)c1ccc(S(=O)(=O)N2CCOCC2)cc1
-10	Cc1ccc(C(=O)NCCCNC(=O)c2ccccc2N)cn1
-3	Cc1ccc(Cn2cnc3c(nnn3C)c2=O)cc1
-5	Cn1c(C(=O)NN2CCOCC2)ccc1-c1ccccc1
17	COC(=O)C1C(=O)C2=C(CC1C)N=C(C)C(C(=O)OCCOC(C)C)C2c1cccs1 (configuration not stated)
-2	CC(C)C(NC(=O)c1ccco1)C(=O)N1CC(C)(C)C1(C)C (configuration not stated)
-3	COc1ncccc1C(=O)N1CCC(CCC(=O)N2CCC(Cc3ccccc3)CC2)CC1
0	CN(CCOc1ccccc1)C(=O)C1(O)CCN(Cc2ccccc2)C1 (configuration not stated)
-2	COc1cc(-c2nnc(NC(=O)CSc3nnc(N)s3)s2)cc(OC)c1OC
-2	CC(=O)CC1(O)C(=O)N(CCCOc2cccc(C)c2)c2ccccc21 (configuration not stated)
-3	CCOCCn1c(C2CC(=O)N(c3ccccc3)C2)nc2ccccc21 (configuration not stated)
-9	O=C(NCC(c1cccnc1)N1CCc2ccccc21)c1ccc(Cl)c([N+](=O)[O-])c1 (configuration not stated)
0	CC(=O)Nc1ccc(S(=O)(=O)N[C@@H](C)C(=O)OCc2nc3ccccc3n2C(F)F)cc1
-4	CC1CCc2nc3ccccc3c(C(=O)NCC3CCCO3)c2C1 (configuration not stated)
-8	Cc1cccc(S(=O)(=O)NC(=O)C2(C)CCN2C(=O)Cc2cc(F)ccc2F)c1 (configuration not stated)
-12&-1	CN(C)c1c(F)cc(NC(=O)c2cnn(C)c2)cc1F
-4	CCNC(=O)C(C)NC(=O)c1cc(-c2ccccc2)c(N2CCOCC2)s1 (configuration not stated)
-5	Cc1cc(C2CCCN2CC(O)c2ccc(Cl)cc2)on1 (configuration not stated)
-1	COc1cccc(CCC(=O)Nc2ccc(C)cc2)c1
-4	Cc1ccc(CN(C)C(=O)CC(c2ccccc2)c2ccc3c(c2)OCO3)o1 (configuration not stated)
-8	COc1ccc(C(C)NC(=O)c2cc(-c3ccco3)[nH]n2)c(OC)c1 (configuration not stated)
-28	CN(C)c1nccnc1-c1ccccc1CN1CCOCC1

# Structural class: the compounds so far containing an aryl thioether with sulfur outside any ring.
mcGAS RapidFire	canonical_smiles
-21	Nc1nc(O)c(Sc2ccccc2[N+](=O)[O-])c(=O)[nH]1
-5	Cn1cnnc1SCC(=O)c1ccc(-c2ccccc2)cc1
-9	COCCn1c(SCC(=O)Nc2nc3ccc(C)cc3s2)nc2c(c1=O)SC(C)C2 (configuration not stated)
-5	CCSc1nccn1-c1cc(C)ccc1C
-2	COc1cc(-c2nnc(NC(=O)CSc3nnc(N)s3)s2)cc(OC)c1OC

# In the list so far, these have a tert-butyl group.
mcGAS RapidFire	canonical_smiles
-6	COc1ccccc1C(=O)Nn1cnc2c(cnn2C(C)(C)C)c1=O
-4	CCOC(=O)c1cnc2ccccc2c1N(C)CC(=O)NC(C)(C)C

# Later entries:
mcGAS RapidFire	canonical_smiles
-4	O=C(CN1C(=O)CSc2ccccc21)Nc1cc(F)cc(F)c1
-12	C[n+]1ccccc1C1CCCCC1=NNc1ccc([N+](=O)[O-])cc1[N+](=O)[O-] (configuration not stated)
4	COCCN1C(=O)C(Cc2ccccc2)ON=C1c1ncccc1C (configuration not stated)
-12	COC(=O)CC(Cc1ccccc1)NS(=O)(=O)N1CCCC(C)C1 (configuration not stated)
-8	CSc1ncccc1C(=O)N(Cc1cnn(C)c1)C(C)C
-4	Cc1ccccc1C(N)C1CCCC(C)C1 (configuration not stated)
-18	COCCN=c1scc(-c2ccc(OC(F)F)cc2)n1N=Cc1ccc(C#N)cc1
1	CCn1c(=NC(=O)CSCC(=O)Nc2nccs2)sc2ccccc21
-3	COc1c(C)cc(C(=O)N2CCOC(COc3cccc(C(F)(F)F)c3)C2)cc1C (configuration not stated)
-1	C#C[C@]1(OC(C)=O)CCC2C3CCC4=CC(=O)CC[C@@H]4C3CC[C@@]21C (some centres not stated)
0	NC(=O)c1c(NC(=O)CSc2n[nH]c(N)n2)sc2c1CCC2
-8	CCC(=O)NCCn1cnc(-c2ccccc2)c1-c1ccc2nonc2c1

# Entries listed so far that have an NH in an aromatic ring, in the order listed:
mcGAS RapidFire	canonical_smiles
1	CCc1nc2ccc(C(=O)N(C)Cc3cnc(C)s3)cc2[nH]c1=O
-8	CCn1c(C(C)N2CCCC2)n[nH]c1=O (configuration not stated)
-21	Nc1nc(O)c(Sc2ccccc2[N+](=O)[O-])c(=O)[nH]1
-6	CCCCC(=O)NCCc1c(Cc2ccccc2)[nH]c2ccccc12
19	CCc1[nH]nc(-c2nn3c(C)nnc3s2)c1C
-19	Cc1[nH]c2c(CN3CCC(CNS(C)(=O)=O)C3)cccc2c1C (configuration not stated)
-8	COc1ccc(C(C)NC(=O)c2cc(-c3ccco3)[nH]n2)c(OC)c1 (configuration not stated)
0	NC(=O)c1c(NC(=O)CSc2n[nH]c(N)n2)sc2c1CCC2

# Remaining list, next part
mcGAS RapidFire	canonical_smiles
-6	O=C(OCc1nc(-c2cccc(Cl)c2)no1)c1ccc(O)cc1
-7	O=C1C(Cl)=C(NCCNCCO)C(=O)c2ccccc21
-4	FC(F)Oc1ccc(-c2csc(=Nc3cccnc3)n2C2CC2)cc1
-14	Cc1ccc(-c2cc(C(=O)N3CCOC(C)C3)c3ccccc3n2)o1 (configuration not stated)
23	O=C(NCc1ccco1)c1ccc(SCc2cscn2)cc1
-29	Cc1ccc(C)c(S(=O)(=O)NN=Cc2ccc3c(c2)OCCO3)c1
-7	Cc1cnn(C2CN(Cc3c(C)nn(C)c3Cl)C2)c1
-5	S=c1[nH]c2ccccc2n1-c1ccccc1
-10	O=C1CN(NC(=O)c2ccc(C3SCCS3)cc2)C(=O)N1
-8	CN(CCNC(=O)CCNC(=O)c1ccccc1F)S(C)(=O)=O
1	CC(c1ccccc1)N1CNc2c(c(=O)nc3n2CC(C)(C)S3)C1 (configuration not stated)
20	c1ccc2ncc(-c3ccc(CN4CCCC4)cn3)cc2c1
-5	Cc1cccc(CN2CCCC(C(=O)Nc3ccc(-c4cscn4)cc3)C2)c1 (configuration not stated)
-15	COc1cccc(NC(=O)c2cccc(NC(=O)C(C)N3CCCC3)c2)c1 (configuration not stated)
-6	CC1CC(c2ccccc2)C(C)N1S(=O)(=O)N1CCOCC1 (configuration not stated)
47	CC(C)N1C(=O)CSC1c1cccs1 (configuration not stated)
7	Cc1noc(C)c1CCC(=O)NC1(c2ccccc2)CCC1
-4	O=C(c1ccc(-c2cccc(C(F)(F)F)c2)o1)N1CCC(NS(=O)(=O)c2ccccc2)CC1
-5	COc1ccc(-n2nnnc2-c2cn[nH]c2C(F)(F)F)cc1
-6	COc1c(C)cc(C(O)c2ncc(-c3ccccc3C(F)(F)F)[nH]2)cc1C (configuration not stated)
-6	CCC(NC(=O)Cn1nc(C(F)F)cc1C)c1ccnn1C (configuration not stated)
-36	CN(C)C(=O)CN1CCC(OC(=O)c2ccc(Cl)cc2)CC1
-4	CN(Cc1cnn(C)c1)C(=O)CC1C(=O)NCCN1Cc1ccc(-c2ccccc2)cc1 (configuration not stated)
-20	CC1(C)Cc2cccc(OCCC(=O)Nc3cccnc3)c2O1
-8	c1csc(CCCc2nn3c(C4CC4)nnc3s2)c1
-5	Nc1ccc(S(=O)(=O)O)cc1
-1	CS(=O)(=O)c1ccc(C(=O)N2CCCC(c3ccn[nH]3)C2)cc1 (configuration not stated)
-2	Cn1c(=O)[nH]c(=O)c2c1nc(N1CCNCC1)n2Cc1ccc(Cl)cc1
-2	Cc1noc(C)c1C1CCCN1C(=O)c1nc(C(C)C)cs1 (configuration not stated)
-1	Cc1cc(C)n(-c2ccc(Cl)c(C(=O)Nc3ccc4c(c3)CCC4)n2)n1
-57	CCC(NC(=O)CNC(=O)c1ccc(F)cc1)c1ccccc1O (configuration not stated)
-8	Cn1cnnc1CNc1ccnc(-c2ccccc2)n1
-9	COc1ccc(/C=C(/Cl)c2nc3ccccc3[nH]c2=O)cc1
-5	C=CCN=c1scc(-c2ccccc2F)n1N=C1CCCC1
0	S=c1[nH]nc(-c2cccs2)n1C1CC1
-3	Cc1onc(-c2ccccc2Cl)c1C(=O)NC1CCCC1
-4	COc1ccc(C2c3cccn3CCCN2Cc2ccncc2)cc1O (configuration not stated)

# 2 entries picked at random from the list so far:
mcGAS RapidFire	canonical_smiles
0	S=c1[nH]nc(-c2cccs2)n1C1CC1
-4	COc1ccc(C2c3cccn3CCCN2Cc2ccncc2)cc1O (configuration not stated)
